# HGIII-sPLA2 inh – Inhibits HGIII-sPLA2 liposome hydrolysis, primary screen | Q9NZ20 | QFRET BODIPY PC-A2 liposome hydrolysis, fluorescence | inhibition, % at 12.2 µM | 0.56% of 370,000 active;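 active = inhibition above mean plus 3 SD of compounds lying within the high and low control bounds, cut at about 19% in these data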;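 note: 0% = median of test compound wells and 100% = no enzyme DMSO wells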
# Target sequence (Q9NZ20 whole entry, looked up): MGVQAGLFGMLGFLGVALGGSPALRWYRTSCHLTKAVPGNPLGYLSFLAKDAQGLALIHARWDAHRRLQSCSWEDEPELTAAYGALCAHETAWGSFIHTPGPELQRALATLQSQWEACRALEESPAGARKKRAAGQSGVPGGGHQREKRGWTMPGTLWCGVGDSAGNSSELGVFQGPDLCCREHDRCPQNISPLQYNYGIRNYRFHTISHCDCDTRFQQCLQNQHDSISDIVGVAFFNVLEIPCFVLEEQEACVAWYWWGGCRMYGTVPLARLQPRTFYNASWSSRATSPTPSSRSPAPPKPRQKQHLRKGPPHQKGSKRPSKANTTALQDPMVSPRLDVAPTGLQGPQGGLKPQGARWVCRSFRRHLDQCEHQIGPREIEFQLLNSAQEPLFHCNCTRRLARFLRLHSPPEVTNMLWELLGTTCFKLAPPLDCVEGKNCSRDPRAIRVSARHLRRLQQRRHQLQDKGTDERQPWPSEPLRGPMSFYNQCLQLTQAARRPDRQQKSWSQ
# NPR2 activator – GC-B (human) receptor activation | HEK293-GC-B cells, CNP EC30, cGMP TR-FRET; 0% at EC30 CNP, 100% saturating CNP | activation, % at 10 µM | 0.11% of 370,000 active | AID 1920062;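 active = activation at 10 µM reaching about 35% in either raw or pattern-adjusted values, limit read from the data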
# DAX1 inh-1 – DAX1 (NR0B1) inhibition, primary screen; HEK293T StAR-luciferase reporter, SF-1/DAX-1 repression relief; inhibition, % at 6.8 µM; 1.1% of 370,000 active; AID 652010;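 active = inhibition above the mean over all tested compounds plus 3 SD, cut at about 3.6% in these data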;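 note: 0% = DAX-1 cells with DMSO and 100% = cells lacking DAX-1 with DMSO; higher inhibition means more luminescence from relief of DAX-1 repression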
# DAX1 inh-2 – inhibits human nuclear receptor DAX1; inhibition, % at 6.75 µM; HEK293 Gal4-DAX1 luciferase reporter, luminescence; AID 504766; P51843; 0.99% of 340,000 active;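 active = inhibition above the mean over all tested compounds plus 3 SD, cut at about 4.2% in these data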;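 note: 0% = DAX1-transfected cells with DMSO and 100% = empty-vector control cells with DMSO; inhibition shows as a rise in luminescence from relieved DAX1 repression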
# SMARCA2 activ – SMARCA2 function activation, primary screen; activation, % at 9.1 µM; MG213 cells, MMTV-luciferase reporter, dexamethasone, overnight; 1% of 370,000 active; in the data active = activation above about 7.8%;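 note: 0% = vehicle wells and 100% = reference activator wells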
# ADAM10 inh – inhibits human ADAM10. recombinant ADAM10, EDANS/DABCYL FRET peptide cleavage, 3 h. inhibition, % at 7 µM. 0.62% of 370,000 active;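 active = inhibition above a per-campaign cutoff equal to the mean of compounds falling between control-based bounds plus 3 SD, cut at about 20% in these data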;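 note: 0% = DMSO wells while the 100% control is not disclosed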
# Target sequence (O14672 214-748 limits assumed): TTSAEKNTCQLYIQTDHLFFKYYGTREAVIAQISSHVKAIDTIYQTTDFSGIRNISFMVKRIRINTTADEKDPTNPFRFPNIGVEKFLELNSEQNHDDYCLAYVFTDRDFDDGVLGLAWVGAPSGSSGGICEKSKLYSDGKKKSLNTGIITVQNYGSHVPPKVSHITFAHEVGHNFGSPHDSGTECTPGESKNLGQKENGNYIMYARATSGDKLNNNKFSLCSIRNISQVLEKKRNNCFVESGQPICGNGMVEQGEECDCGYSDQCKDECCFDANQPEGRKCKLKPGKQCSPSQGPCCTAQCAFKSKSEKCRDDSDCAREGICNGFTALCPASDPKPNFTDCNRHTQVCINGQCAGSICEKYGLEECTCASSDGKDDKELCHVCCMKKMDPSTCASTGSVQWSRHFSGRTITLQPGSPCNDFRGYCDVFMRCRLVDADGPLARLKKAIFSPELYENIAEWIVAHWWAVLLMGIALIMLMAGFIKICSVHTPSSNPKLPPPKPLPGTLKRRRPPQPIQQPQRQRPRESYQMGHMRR
# NPR1 activator – GC-A (human) enzyme activation | HEK293 GC-A cells, cGMP TR-FRET, EC30 ANP; 0% at EC30 ANP, 100% saturating ANP | activation, % at 10 µM | 0.14% of 370,000 active | AID 1671463; in the data active = activation above about 40%
# hcDAF-12 act – H. contortus DAF-12 activation, primary screen. HEK293 hcDAF-12 lit1-tk-luc reporter, luminescence; 0% DMSO, 100% Δ7-dafachronic acid. activation, % at 6.8 µM. 1.4% of 370,000 active;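 active = activation above the mean of all tested compounds plus 3 SD, cut at about 5.5% in these data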;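 note: 100% = response to 3 µM Δ7-dafachronic acid high control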
# FXN GAA850 act – activators of GAA850 frataxin (FXN) promoter. HEK293 lucGAA850 FXN promoter luciferase reporter, 24 h; percent of 10 µM SAHA response. activation, % at 6 µM. 0.56% of 360,000 active. AID 540364;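 active = activation above the average of all compounds screened plus 3 SD, cutoff fixed separately per campaign, cut at about 7.5% in these data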;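 note: 0% = DMSO wells and 100% = 10 µM SAHA wells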
# ssDAF-12 act – S. stercoralis DAF-12 activation, primary screen; 1% of 370,000 active; activation, % at 6.8 µM; HEK293 ssDAF-12/GRIP1 lit1-tk-luc reporter, luminescence; % of 3 µM dafachronic acid response; AID 652126;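 active = activation above the mean over all tested compounds plus 3 SD, cut at about 0.9% in these data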;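 note: 0% = DMSO-only wells and 100% = 3 µM delta7-dafachronic acid wells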
# hgDAF12 agonist – agonists of H. glycines DAF-12 nuclear receptor | HEK293 GAL4-hgDAF12 UAS-luciferase reporter, agonist luminescence; normalized to butyrate control | activation, % at 6.8 µM | 1.8% of 370,000 active | AID 687014;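 active = activation above a cutoff set at the mean of all screened compounds plus 3 SD, cut at about 10% in these data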;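 note: 0% = DMSO wells and 100% = sodium butyrate wells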
# Numbers without * were called inactive; / = not tested or not shown.
SMILES,HGIII-sPLA2 inh,NPR2 activator,DAX1 inh-1,DAX1 inh-2,SMARCA2 activ,ADAM10 inh,NPR1 activator,hcDAF-12 act,FXN GAA850 act,ssDAF-12 act,hgDAF12 agonist
Cc1ccc(Nc2cnn(C34CC5CC(CC(CC(=O)O)(C5)C3)C4)c(=O)c2Cl)c(Cl)c1,-2,2,0.3,0.4,-1,-3,-4,-0.2,3.3,-0.7,-1.9
CCc1ccc(OCC(=O)NNC(=O)c2nn(CC)c(=O)c3ccccc23)cc1,2,-4,0.3,0.7,-3,5,2,1.7,0.3,-1.2,0.3
CC(=O)Nc1ccc(NS(=O)(=O)c2ccc(-c3cnc(C4CC4)o3)cc2)cc1,-10,-4,-0.6,0.9,-6,0,-27,-0.3,-1.3,-1.0,-1.4
Cc1ccccc1C1CC(c2cccs2)Nc2nnnn21 (centres undefined),-8,-8,-0.8,-0.2,-1,-1,-5,-0.1,2.1,-0.8,-0.8
COc1cc(C(=O)N2CCN(C(=O)C3COc4ccccc4O3)CC2)cc(OC)c1OC (centres undefined),3,0,-0.8,-0.1,-2,-2,4,-0.6,0.2,-0.8,-1.1
CC(C)(C)c1csc(NC(=O)c2ccc(Cl)s2)n1,1,-2,-1.1,-1.5,0,5,1,-1.1,3.4,-1.7,-1.1
O=C(N[C@@H](Cc1ccc(O)cc1)C(=O)O)c1ccc(C(F)(F)F)cc1,-2,1,1.3,2.0,1,-2,2,0.1,-0.2,-1.3,2.4
Cc1cc(Cl)ccc1OC(C)C(=O)Nc1ccccc1N1CCOCC1 (centres undefined),-2,-17,-0.8,-0.7,1,16,-16,-2.4,-5.5,-1.3,-2.3
CCn1c(=O)c2cc(C(=O)Nc3ccc(OC)cc3OC)sc2c2ccccc21,3,4,0.2,4.2*,-3,-1,10,-1.0,-0.1,-1.1,-0.5
CCOC(=O)C1=CCN(S(=O)(=O)c2ccccc2F)C1c1ccc(Cl)cc1 (centres undefined),4,-15,0.1,/,-4,5,-8,-1.4,/,-0.9,-4.5
COc1nc(=O)n(C2C=CC(=O)O2)cc1F (centres undefined),2,0,0.3,1.3,15*,-4,0,-1.1,14*,-0.5,-0.6
CC1CN(C2CCN(S(=O)(=O)Cc3ccccc3)CC2)CC(C)O1 (centres undefined),6,-9,0.4,1.3,-4,-4,0,-1.2,-0.2,-1.6,-1.0
CCOc1ccc(-n2cnnn2)cc1S(=O)(=O)N1CCC(C)CC1C (centres undefined),-8,2,-0.1,-0.8,-3,-3,-5,-0.5,3.2,-1.0,-2.1
Cc1cccc(N=C2NC(=O)/C(=C/c3cccs3)S2)c1,-20,-12,0.3,-1.1,0,-8,2,-1.3,6.2,-1.2,-0.9
COc1ccc(S(=O)(=O)N(C)C)cc1NCC(=O)Nc1ccc(Br)c(C)c1,-16,-1,-1.0,0.8,-4,14,-2,-1.1,-3.0,-1.2,-1.6
COC(=O)c1c(NC(=O)C(=O)NCCCN2CCOCC2)sc2c1CCC2,6,1,-2.4,0.1,-3,-9,0,-1.4,3.6,-1.1,-0.6
CCC(C)(C)n1nnnc1C(c1ccccc1OC)N1CCN(C(=O)c2ccco2)CC1 (centres undefined),1,-11,-0.1,-1.2,0,-3,0,0.4,-0.1,-1.2,0.1
O=C(COc1cccnc1[N+](=O)[O-])Nc1cc(S(=O)(=O)N2CCCCC2)ccc1Cl,2,0,0.0,-0.9,-1,-4,-5,-0.1,3.3,-1.3,-1.1
O=C(Nc1cccc(NC(=O)c2cccc(Cl)c2)c1)c1cccnc1,-1,-3,-0.8,-1.7,-4,-3,-6,-2.1,-0.5,-1.2,-1.9
NC(=O)C1CC(=O)N(c2ccc(OCc3ccc(Cl)c(Cl)c3)cc2)C1 (centres undefined),21*,-1,10*,4.5*,6,-40,19,5.8*,5.9,0.7,25*
O=C(O)c1ccccc1-c1ccccc1C(=O)Nc1nccs1,9,-1,0.5,-0.9,1,-2,3,-1.5,-0.7,0.1,3.0
CCOC(=O)c1ccc(N2C(=O)CC(N3CCN(C/C=C/c4ccccc4)CC3)C2=O)cc1 (centres undefined),-14,2,-0.3,-1.4,-1,-6,0,-1.3,1.6,-1.2,-0.7
O=C(NCc1cccs1)Nc1cccs1,-1,-17,0.2,1.5,0,6,-8,0.4,-0.7,-0.5,0.1
Cc1cc(=O)oc2cc(Oc3ccc([N+](=O)[O-])cc3C(F)(F)F)ccc12,0,-3,0.7,-0.5,-5,9,-3,-2.6,1.8,-1.3,-1.2
COc1ccc2c(c1)c(=O)oc1cc(OCC(=O)N3CCc4ccccc4C3)ccc12,-2,1,0.3,-1.0,-2,-127,-3,-1.4,-2.9,-0.5,0.1

# Whole records, looked up by structure:
# Cc1ccccc1C1CC(c2cccs2)Nc2nnnn21 (centres undefined) is listed as HGIII-sPLA2 inh: -8; NPR2 activator: -8; DAX1 inh-1: -0.8; DAX1 inh-2: -0.2; SMARCA2 activ: -1; ADAM10 inh: -1; NPR1 activator: -5; hcDAF-12 act: -0.1; FXN GAA850 act: 2.1; ssDAF-12 act: -0.8; hgDAF12 agonist: -0.8
# O=C(O)c1ccccc1-c1ccccc1C(=O)Nc1nccs1 is listed as HGIII-sPLA2 inh: 9; NPR2 activator: -1; DAX1 inh-1: 0.5; DAX1 inh-2: -0.9; SMARCA2 activ: 1; ADAM10 inh: -2; NPR1 activator: 3; hcDAF-12 act: -1.5; FXN GAA850 act: -0.7; ssDAF-12 act: 0.1; hgDAF12 agonist: 3.0

# Two entries from above, reformatted.
SMILES | HGIII-sPLA2 inh | NPR2 activator | DAX1 inh-1 | DAX1 inh-2 | SMARCA2 activ | ADAM10 inh | NPR1 activator | hcDAF-12 act | FXN GAA850 act | ssDAF-12 act | hgDAF12 agonist
Cc1cc(Cl)ccc1OC(C)C(=O)Nc1ccccc1N1CCOCC1 (centres undefined) | -2 | -17 | -0.8 | -0.7 | 1 | 16 | -16 | -2.4 | -5.5 | -1.3 | -2.3
CCn1c(=O)c2cc(C(=O)Nc3ccc(OC)cc3OC)sc2c2ccccc21 | 3 | 4 | 0.2 | 4.2* | -3 | -1 | 10 | -1.0 | -0.1 | -1.1 | -0.5

# (list continues)
SMILES,HGIII-sPLA2 inh,NPR2 activator,DAX1 inh-1,DAX1 inh-2,SMARCA2 activ,ADAM10 inh,NPR1 activator,hcDAF-12 act,FXN GAA850 act,ssDAF-12 act,hgDAF12 agonist
CC(C)C(NS(=O)(=O)c1ccccc1)C(=O)OCC(=O)NNC(=O)c1ccccc1 (centres undefined),-5,-7,0.8,1.0,0,5,1,0.2,0.7,-0.7,-0.4
C=CCOc1ccc(CNn2cn[nH]c2=S)cc1OC,-7,-1,1.1,0.8,5,2,2,-0.3,3.2,-1.3,2.9
CCc1c(C)nc(N)nc1OCC(F)(F)C(F)F,6,3,-0.1,-1.0,-3,0,5,-1.7,2.3,-2.0,-0.2
COc1ccc(S(=O)(=O)N(CCC(N)=O)Cc2ccco2)cc1OC,-2,1,-0.6,-1.1,0,4,-2,0.2,-0.1,-2.0,-2.5
CCN1CCN(C(=O)CS(=O)Cc2nc(-c3ccc(OC)cc3)oc2C)CC1 (centres undefined),1,0,-0.5,-0.1,-3,-5,3,3.6,1.6,-0.9,7.8
CCCn1cnnc1CNC(=O)[C@H]1O[C@@H](n2cnc3c(N)ncnc32)[C@H](O)[C@@H]1O,5,-5,0.1,/,-4,-14,4,-0.7,/,-1.3,-0.5
C=CCNCCOCCSc1ccc(Cl)cc1,18,1,0.4,0.7,-4,-10,6,2.1,1.7,-1.3,-3.9
Cc1nc(NC(=O)CSc2nc3ccccc3s2)sc1C(=O)N(C)C,-30,-2,0.4,0.6,-2,2,-3,1.3,0.6,-0.8,0.7
O=C(COc1ccc2ccccc2c1)N[C@@H](C(=O)O)c1ccc(O)cc1,-13,3,0.3,-0.7,4,3,-1,0.1,0.6,-0.8,0.5
CCOC(=O)N1CCN(C(=O)C2CCN(S(=O)(=O)N3CCCC3)CC2)CC1,3,-2,-0.1,-0.1,1,-9,-1,0.2,-2.1,-1.8,0.4
Cc1ccc(CNS(=O)(=O)c2ccc3c(c2)n(C)c(=O)c(=O)n3C)cc1,5,4,-0.5,-0.6,-4,-25,3,-0.7,0.1,-0.7,1.5
Cc1cc2nc(N3C(=O)CNC3=S)sc2cc1C,-4,5,6.7*,-0.1,5,-27,7,2.3,6.7,1.0*,17*
NC(=O)C1CCN(C(=O)/C(=C/c2ccco2)NC(=O)c2ccccc2)CC1,-3,0,0.0,0.5,0,-2,-6,-0.9,1.1,-1.2,-1.5
O=C(CSc1nccn1Cc1ccccc1)NCc1ccccc1,1,7,0.3,-0.3,2,1,0,-1.9,-0.5,-1.9,-0.5
FC(F)(F)C(F)(F)c1nc2nc(Cl)c(Cl)nc2[nH]1,15,4,-1.7,0.0,-8,-78,3,-0.5,0.2,-1.2,-1.0
COC(=O)[C@@]12C[C@@H](CC(=O)N3CCCC3)C(=O)N(CCc3ccc(OC)c(OC)c3)C1=CCC(C)(C)C2,-2,6,-1.2,/,-3,-2,4,-1.0,/,0.5,-0.6
COc1ccccc1NC(=O)c1ccc(NC(=O)c2ccco2)cc1,0,-2,0.1,1.2,-1,-7,-2,-1.6,2.4,-1.1,-0.8
CN(C)S(=O)(=O)n1cnc2ccccc21,7,-3,-0.6,-0.5,0,5,1,-1.4,-0.4,-1.2,-1.9
COc1ccc(CN2C(=NC(=O)C3CCCO3)SC3CS(=O)(=O)CC32)cc1OC (centres undefined),5,2,-1.4,-0.1,-2,-9,-1,-1.8,0.6,-1.1,-0.7
COc1ccc(OCCC(=O)OCC(=O)NCCc2ccccc2)cc1,0,-1,-1.1,0.2,3,10,-2,-1.1,0.4,-1.7,2.6
CCCN(CC1CC1)c1nc(C)nc2c1nnn2Cc1ccccc1,2,7,-0.7,/,-1,5,5,-1.3,/,-1.8,0.9
O=C(NCCN1CCCCC1)Nc1ccccc1F,-2,-1,0.0,-0.9,-1,-8,1,-1.6,-0.5,-0.7,2.1
Cc1ccc(S(=O)(=O)N2CCC(C(=O)NCCc3ccc(S(N)(=O)=O)cc3)CC2)cc1,-5,-2,-0.2,-0.6,-3,0,1,-0.3,5.2,-1.3,-1.6
COc1cc(Nc2ncc3c(n2)CCN(C(=O)Nc2ccc(C(C)C)cc2)C3)cc(OC)c1OC,0,4,-3.4,/,-3,-12,-4,-2.3,-3.4,-1.8,-3.4
COc1ccc(Oc2ncnc3c2ncn3Cc2ccccc2)cc1,-9,-1,0.2,-0.6,0,8,3,-1.5,2.7,-1.4,-1.2
CCn1nc(C(=O)Nc2cccc(S(=O)(=O)N3CCCC3)c2)c2ccccc2c1=O,-6,7,-2.6,0.3,-4,-8,-1,-1.8,0.6,-0.8,-4.0
COC(c1ccccc1)c1nnc(CCC(=O)NC2CCCCC2)o1 (centres undefined),-2,1,-0.1,1.3,4,3,-1,-0.7,2.6,0.1,0.3
CC(=O)c1cccc(NC(=O)C(OC(=O)/C=C/c2ccc3c(c2)OCO3)c2ccccc2)c1 (centres undefined),-20,-4,-0.9,0.2,-3,-54,2,-0.5,1.2,-1.6,-4.2

# High-throughput results (PubChem)
